PPARg SRC-2 ag: agonists of PPARg-SRC-2 recruitment, primary screen, biochemical, HTS; Peroxisome proliferator-activated receptor gamma (Homo sapiens), P37231; PPARgamma LBD-SRC-2 recruitment; activation, % at 8 µM; hit rate 0.34% among 200,000; in the data active = activation above about 22%;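 note: 0% = vehicle and 100% = reference agonist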
Diaph act CS: compounds boosting diaphorase resazurin reduction – biochemical, uHTS, resorufin fluorescence, counter-screen for diaphorase-coupled primary assays, primary screen; Diaphorase/resazurin coupled assay, 16 min; active compounds read high; 1 = vehicle wells, 0 = NADH-free wells; activation factor at 20 µM; hit rate 0.005% among 190,000; AID 1229, 2008;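 active = diaphorase activity raised at least twofold by the compound at 20 µM; inactive = activation factor below 2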
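Test system: Clostridium kluyveri diaphorase, purified enzyme; input: enzyme 0.07 U/mL final; buffer or medium: 50 mM HEPES pH 7.4 with 4.542 mM MgCl2, 0.005% Tween 20; also added: 0.114 mM NADH and 0.1 mM resazurin, final amounts; schedule: 16 min enzyme reaction, ambient temperature; technique: fluorescence of resorufin, 544 nm excitation, 590 nm emission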
PMI activator: activators of human PMI, primary screen, biochemical, fluorescence intensity, near-Km mannose 6-phosphate; Mannose-6-phosphate isomerase (Homo sapiens), P34949; purified human PMI, coupled resazurin fluorescence, 20 min; active compounds read high; 1 = vehicle control, 0 substrate-free wells; hit rate 0.005% among 190,000; AID 1214, 2008; activation factor at 20 µM;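 active = activation factor of 2 or more at 20 µM, relative to plate controls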
S1P3 antagonist: S1P3 receptor antagonists, primary screen, cell-based | CHO S1P3 NFAT-BLA reporter, FRET fluorescence, antagonist mode | AID 485, 2006 | Sphingosine 1-phosphate receptor 3 (Homo sapiens), Q99500 | hit rate 0.27% among 170,000 | inhibition, % at 4.98 µM;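 active = inhibition above the plate cutoff, the mean inhibition of test wells on that plate plus 3 SD, cut at about 28% in these data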;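 note: cells challenged with S1P at its EC80 of 0.8 µM; blue over green emission ratio from cleaved BLA substrate after 4 h stimulation; 0% = S1P-stimulated wells and 100% = unstimulated DMSO-only wells; some compounds past the cut are filed as inactive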
Target sequence (Q99500 whole entry, looked up): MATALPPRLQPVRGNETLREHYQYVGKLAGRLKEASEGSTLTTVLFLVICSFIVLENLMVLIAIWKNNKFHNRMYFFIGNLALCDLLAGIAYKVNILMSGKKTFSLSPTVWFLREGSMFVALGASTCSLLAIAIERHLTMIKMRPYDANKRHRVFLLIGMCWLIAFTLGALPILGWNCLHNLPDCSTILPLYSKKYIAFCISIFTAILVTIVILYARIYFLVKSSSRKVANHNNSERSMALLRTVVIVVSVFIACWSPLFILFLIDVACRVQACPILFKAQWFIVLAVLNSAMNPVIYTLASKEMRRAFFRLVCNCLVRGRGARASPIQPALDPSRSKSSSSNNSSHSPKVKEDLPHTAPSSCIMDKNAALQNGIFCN
PPARg SRC3 recr: PPARgamma agonists recruiting SRC-3 coactivator, primary screen, biochemical | Peroxisome proliferator-activated receptor gamma (Homo sapiens), P37231 | biochemical PPARgamma/SRC-3 coactivator recruitment assay | activation, % at 8 µM | hit rate 0.26% among 200,000 | AID 731, 2007; in the data active = activation above about 23%;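 note: 0% = DMSO and 100% = reference agonist; some compounds past the cut are filed as inactive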
G6PDH CS: L. mesenteroides G6PDH inhibitors, counter-screen for G6PDH-coupled screening assays, biochemical, Leuconostoc mesenteroides enzyme. inhibition, % at 5 µM. hit rate 0.12% among 200,000. AID 1020, 2008. Purified L. mesenteroides G6PDH, diaphorase/resazurin coupled fluorescence, 45 min. glucose-6-phosphate dehydrogenase [Leuconostoc mesenteroides]; in the data active = inhibition above about 50%
TR-FRET SRC-2 ct: TR-FRET signal artefacts, primary screen, artefact control for PPARgamma SRC-2 agonist project, biochemical. hit rate 0.4% among 200,000. TR-FRET ratio at 8 µM. AID 1049, 2008. TR-FRET artefact counter-screen; active compounds read high; in the data active = TR-FRET ratio above about 2000; note: inactives centre near 1500
PPARg SRC-1 ag: PPARgamma agonists recruiting SRC-1 coactivator, primary screen, biochemical; Peroxisome proliferator-activated receptor gamma (Homo sapiens), P37231; PPARgamma-SRC-1 coactivator recruitment biochemical assay; activation, % at 8 µM; hit rate 0.41% among 200,000; AID 631, 2007; in the data active = activation above about 19%;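 note: 0% = DMSO and 100% = reference agonist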
Diaph inh CS: diaphorase inhibitors and chemical oxidizers, primary screen, counter-screen for diaphorase-coupled primary assays, biochemical, uHTS, resorufin fluorescence | diaphorase resazurin-to-resorufin fluorescence, NADH, 16 min; bacterial (C. kluyveri) enzyme, not human | inhibition, % at 20 µM | hit rate 0.69% among 190,000;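 active = primary screen inhibition at 20 µM above a set limit, cut at about 50% in these data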;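 note: plate controls were DMSO with full reaction for no effect and wells lacking NADH for full effect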
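Detection: fluorescence of resorufin formed from resazurin, Ex 544/Em 590 nm; test system: Clostridium kluyveri diaphorase enzyme; amount: 0.14 U/mL diaphorase, enzyme working solution; times: 16-min room-temperature incubation before reading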
PMI act satM6P: human PMI activators, high substrate, primary screen, biochemical, fluorescence intensity, near-saturating mannose 6-phosphate; coupled PMI enzyme assay, resazurin fluorescence, 20 min; active compounds read high; 1 = untreated enzyme, 0 = substrate-free blank; hit rate 0.34% among 190,000; Mannose-6-phosphate isomerase (Homo sapiens), P34949; AID 1216, 2008; activation factor at 20 µM;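 active = activation factor of 2 or more at 20 µM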
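Test system: Human PMI in coupled enzyme assay | Input: 15 ng/mL PMI | Medium: HEPES-buffered pH 7.4 with magnesium and detergent | Compound: One concentration, 20 µM, in 1% DMSO | Incubation: Enzyme reaction with compound 20 min at room temperature | Detection: Diaphorase-driven resazurin-to-resorufin fluorescence, excitation 544, emission 590 nm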
ROMK mod: ROMK potassium channel modulators, primary screen, cell-based, thallium flux, MLSMR library | B-score at 10 µM | hit rate 2% among 130,000 | Tet-inducible ROMK, thallium flux fluorescence; actives lie on both sides;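 active = signal ratio slope over the read window, or its plate-corrected B-score, at least 3 SD from the plate mean, either direction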;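 note: B-score of the F/F0 ratio slope over 7 to 12 s after thallium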
The depositor's hits bear a star; / = not tested or not shown; & = joins results of further samples.

SMILES	PPARg SRC-2 ag	Diaph act CS	PMI activator	S1P3 antagonist	PPARg SRC3 recr	G6PDH CS	TR-FRET SRC-2 ct	PPARg SRC-1 ag	Diaph inh CS	PMI act satM6P	ROMK mod
Cc1ccc(Cl)cc1NC(=O)COC(=O)C12CC3CC(CC(C3)C1)C2	5.9&8.4	0.8&0.8	0.8&1	/	7.0&-6.1	2.0&-0.6	1610&1633	-0.4&0.5	16.5&19.0	0.9&0.9	0.685
Cn1nnnc1SCC(=O)NNC(=O)c1ccc(F)cc1	1.5	0.9	0.9	-15.1	0.8	17.2	1437	1.5	5.4	0.9	-0.523
CCc1ccccc1N(C(=O)Cn1nnc2ccccc21)C(C(=O)NCCOC)c1ccco1 (stereo not given)	4.8	0.8	1	-24.2	2.7	6.0	1661	4.1	16.2	0.9	0.607
CCCCCc1nc2sc3c(c2c(=O)n1N)CCC3	4.1	0.9	1.1	/	0.1	2.1	1425	2.3	5.7	1.1	0.46
CC1(c2ccc(OC(F)F)cc2)NC(=O)N(CC(=O)Nc2ccc3c(c2)OCO3)C1=O (stereo not given)	12.5	0.9	0.9	5.8	-8.0	-5.8	1526	6.1	14.7	0.9	-1.47
O=C(NCC1(N2CCCCC2)CCCCC1)C1CC(=O)N(c2ccc3c(c2)OCCO3)C1 (stereo not given)	0.7	0.9	0.8	-4.2	1.7	-3.9	1478	3.8	11.2	0.9	-0.558
COc1ccc(C(=O)Nc2nncs2)c(OC)c1	-1.0	0.8	0.9	-19.3	2.1	-6.4	1480	-0.4	20.4	1	/
Cn1c(CNC(=O)c2ccccc2F)nnc1SCc1nc2ccccc2c(=O)[nH]1	0.7	0.9	0.9	-4.5	-3.3	12.1	1560	1.9	14.6	0.9	1.35
Cc1cc(NC(=O)COn2nnc3ccccc32)no1	3.6	0.9	0.9	-13.3	-0.7	2.4	1480	-10.7	10.3	1	/
Cc1cc(OCC(=O)NC(C)C)cc(C)c1Br	8.2	1	1.4	-8.2	-0.3	5.8	1494	5.0	0.8	1.4	-0.736
CC(C)(C)NC(=O)COC(=O)c1cc(Br)ccc1Cl	2.6	0.9	0.9	-3.6	-0.6	-7.2	1519	-0.4	5.6	1	/
Cc1cccc(S(=O)(=O)Nc2nc3ccccc3nc2Nc2ccc3c(c2)OCO3)c1	-5.0	0.7	0.9	-1.9	1.8	11.3	1514	6.0	34.0	0.7	-0.0146
CN(C)CCCNC(=S)NCc1ccc(Cl)cc1	-2.0	0.9	0.9	-7.8	4.8	-13.4	1661	-3.2	10.1	1.1	-0.707
O=C(COC(=O)c1ccc(Cl)c(S(=O)(=O)NCc2ccccc2)c1)NCC1CCCO1 (stereo not given)	-1.6	1.1	1.2	-16.1	0.9	1.8	1515	4.5	-11.2	1.1	-1.63
Cc1cccc(NC(=S)NCc2cccs2)c1	-1.3	0.9	1	-1.0	-3.8	0.5	1834	5.7	10.7	1	-0.387

Following part
SMILES	PPARg SRC-2 ag	Diaph act CS	PMI activator	S1P3 antagonist	PPARg SRC3 recr	G6PDH CS	TR-FRET SRC-2 ct	PPARg SRC-1 ag	Diaph inh CS	PMI act satM6P	ROMK mod
N#Cc1ccc(NCC(=O)Nc2ccc3c(c2)OCCO3)cc1	12.6	0.9	0.9	-3.9	2.3	5.9	1660	10.4	8.4	0.9	1.48
CCCCOc1ccc(Br)cc1CSC(=N)N	-7.9	1	1.1	10.8	-1.2	-3.9	1651	1.3	4.0	1	-3.95*
Cc1ccc(C(=O)N/N=C\c2ccc[nH]2)cc1[N+](=O)[O-]	13.1	0.7	1.2	/	1.6	7.2	1566	2.0	27.3	1.4	0.0333
CC(C(=O)OCC(=O)c1cccc([N+](=O)[O-])c1)N1C(=O)C2C3CCC(C3)C2C1=O (stereo not given)	-3.6	0.8	0.8	3.4	0.0	-14.7	1521	1.2	15.2	0.9	/
O=C(Cn1cnc2sc(-c3ccccc3)cc2c1=O)N1CCOCC1	20.7	0.9	0.9	30.9	12.9	-20.5	1785	-5.1	7.9	0.9	0.527

Retrieved one by one from above (4):
SMILES	PPARg SRC-2 ag	Diaph act CS	PMI activator	S1P3 antagonist	PPARg SRC3 recr	G6PDH CS	TR-FRET SRC-2 ct	PPARg SRC-1 ag	Diaph inh CS	PMI act satM6P	ROMK mod
CC(C(=O)OCC(=O)c1cccc([N+](=O)[O-])c1)N1C(=O)C2C3CCC(C3)C2C1=O (stereo not given)	-3.6	0.8	0.8	3.4	0.0	-14.7	1521	1.2	15.2	0.9	/
Cc1ccc(C(=O)N/N=C\c2ccc[nH]2)cc1[N+](=O)[O-]	13.1	0.7	1.2	/	1.6	7.2	1566	2.0	27.3	1.4	0.0333
CCCCOc1ccc(Br)cc1CSC(=N)N	-7.9	1	1.1	10.8	-1.2	-3.9	1651	1.3	4.0	1	-3.95*
O=C(Cn1cnc2sc(-c3ccccc3)cc2c1=O)N1CCOCC1	20.7	0.9	0.9	30.9	12.9	-20.5	1785	-5.1	7.9	0.9	0.527

Screening results from PubChem.

Rows are unselected; overall some 3.3% were active at least once.
